# PKA-R2B activ: activators of human PKA-R2B complex; P22694+P31323; PKA-R2B holoenzyme dissociation, Cy5-IP20 fluorescence polarization; R2B truncated from residue 108, S112A mutant; 0% DMSO only, 100% 113 µM cGMP; activation, % at 11.4 µM; hit rate 0.079% among 340,000;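 active = activation above a cutoff set at the mean over all compounds plus 3 SD, cut at about 18% in these data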;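 also: higher means more holoenzyme dissociation and a rise in polarization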
# Target sequence (P31323 whole entry, looked up, other chains not shown, the tested form may be a part): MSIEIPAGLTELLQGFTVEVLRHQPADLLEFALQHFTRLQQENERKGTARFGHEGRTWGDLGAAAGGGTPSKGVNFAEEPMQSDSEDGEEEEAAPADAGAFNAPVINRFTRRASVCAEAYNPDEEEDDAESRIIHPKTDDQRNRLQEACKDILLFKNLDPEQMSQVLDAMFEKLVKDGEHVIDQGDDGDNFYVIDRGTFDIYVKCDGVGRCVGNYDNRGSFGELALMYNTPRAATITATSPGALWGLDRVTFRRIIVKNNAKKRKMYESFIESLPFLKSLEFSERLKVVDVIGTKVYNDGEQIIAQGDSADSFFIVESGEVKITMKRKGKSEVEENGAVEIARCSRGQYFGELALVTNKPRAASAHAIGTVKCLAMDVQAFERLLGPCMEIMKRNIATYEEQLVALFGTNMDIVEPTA
# PKA-R1A act: activators of PKA-R1A complex. P00514+P68181. PKA-R1A dissociation, Cy5-IP20 fluorescence polarization; scaled: DMSO 0%, 113 µM cGMP 100%. activation, % at 11.4 µM. hit rate 0.083% among 340,000;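 active = percent activation above the mean of all tested compounds plus 3 SD, cut at about 19% in these data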;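 also: higher means more PKAc released from R1A so a rise in polarization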
# phage Ecoli inh: E. coli growth loss with phage present. AID 651602. inhibition, % at 11.9 µM. hit rate 0.26% among 360,000. growth absorbance; in the data active = inhibition above about 11%
# DAGLB inhibitor: blocks human DAGLB lipase activity | hit rate 0.059% among 340,000 | HEK293T DAGLB membrane lysate, EnzChek fluorogenic substrate | inhibition, % at 5.17 µM; in the data active = inhibition above about 34%;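 also: 0% = enzyme with vehicle and 100% = wells lacking enzyme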
# Target sequence (Q8NCG7 whole entry, looked up): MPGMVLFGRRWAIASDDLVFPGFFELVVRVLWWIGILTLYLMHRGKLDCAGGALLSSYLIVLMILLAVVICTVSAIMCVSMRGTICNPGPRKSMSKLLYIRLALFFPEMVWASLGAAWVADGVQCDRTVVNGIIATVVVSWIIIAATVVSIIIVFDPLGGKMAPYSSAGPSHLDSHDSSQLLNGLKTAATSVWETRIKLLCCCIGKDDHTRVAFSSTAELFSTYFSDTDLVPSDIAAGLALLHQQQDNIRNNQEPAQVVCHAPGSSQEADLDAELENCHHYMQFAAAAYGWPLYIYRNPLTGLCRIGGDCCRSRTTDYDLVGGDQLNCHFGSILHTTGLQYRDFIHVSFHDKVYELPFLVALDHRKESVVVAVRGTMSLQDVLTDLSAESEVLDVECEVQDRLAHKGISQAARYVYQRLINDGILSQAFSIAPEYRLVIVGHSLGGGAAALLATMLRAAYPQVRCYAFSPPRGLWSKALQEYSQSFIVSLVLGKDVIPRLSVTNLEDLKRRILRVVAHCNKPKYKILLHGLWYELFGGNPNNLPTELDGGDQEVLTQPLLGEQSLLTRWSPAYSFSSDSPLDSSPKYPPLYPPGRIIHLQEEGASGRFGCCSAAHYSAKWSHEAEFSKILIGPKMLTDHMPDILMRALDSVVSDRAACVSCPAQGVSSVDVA
# * marks the source's active call; other numbers are inactive results. This is a subset; rates above refer to the full screens.
cpd	smiles	PKA-R2B activ	phage Ecoli inh	DAGLB inhibitor	PKA-R1A act
1	C[C@@H]1CN([C@H](C)CO)C(=O)CCCn2nncc2CO[C@H]1CN(C)S(=O)(=O)c1ccc(Cl)cc1	-4	2.9	-1	-1
2	COc1ccc(Cl)cc1Nc1cc(C)nc2ncnn12	-18	1.4	-3	3
3	CCCCCCN1C[C@@H](n2cc(-c3ccc(F)cc3)nn2)[C@H](O)C[C@@H]1c1ccc(Cl)cc1	-2	-0.6	-15	-6
4	O=C(COC(=O)c1ccc(S(=O)(=O)N2CCCCCC2)cc1)Nc1ccccc1C(F)(F)F	-17	2.2	-3	1
5	O=C(NCc1nnnn1-c1ccc(Cl)cc1)c1ccc2c(c1)OCO2	-8	1.9	-5	4
6	O=C(NCCS(=O)(=O)N1CCN(c2ccccc2)CC1)C1CCCCC1	-1	2.6	-2	4
7	Cn1nc(NC(=O)C(F)(F)F)c2nccnc21	-1	-0.3	-6	-1
8	Cc1ccc(C)c2c1CCC(=Cc1ccccc1[N+](=O)[O-])C2=O	-6	1.8	-6	-6
9	Cc1ccc(NC(=O)CCNC(=O)N2CC(=O)Nc3ccccc32)cc1Cl	1	2.1	-6	5
10	C[C@@H]1CN([C@H](C)CO)C(=O)CCCn2nncc2CO[C@@H]1CN(C)C(=O)Nc1ccc(N2CCCCC2)cc1	-1	3.2	-3	-12
11	Cc1ccc([C@H]2C[C@H](n3cc(-c4ccc(F)cc4)nn3)[C@@H](O)CN2CC2CCCCC2)cc1	2	4.0	-15	5
12	C[C@@H]1CN([C@@H](C)CO)C(=O)c2cc(Br)cnc2O[C@H]1CN(C)S(=O)(=O)c1ccccc1	6	3.6	3	18
13	COc1ccc(C=C2CCC3C(CCCC34OCCO4)C2=O)cc1 (centres undefined)	1	0.6	-8	-11
14	Cc1nc(NC(=O)C(C)(C)C)sc1-c1csc(N)n1	-5	3.6	1	-6
15	CCOC(=O)C(=NO)C1=CSC2=NNC(C)(C)N12	1	1.7	-14	3
16	Cc1ccc(C(=O)O)cc1NC(=O)CCc1c(C)noc1C	-15	3.3	-1	-1
17	COc1cc2c(cc1OC)C(c1c(-c3c(Cl)cccc3Cl)noc1C)=NCC2	-6	1.2	-1	2
18	CCN1C(=O)[C@H]2[C@@H](c3ccc(OC)cc3)N[C@]3(CCCN(Cc4cccn4C)C3=O)[C@H]2C1=O	-4	-0.7	-1	-3
19	CC(=O)Nc1ccc(S(=O)(=O)Nc2nnc(C)s2)cc1	-6	1.6	3	4
20	CC1C=CC(C)C(C(=O)c2ccccc2)C1C(=O)c1ccccc1 (centres undefined)	-9	1.0	-16	1
21	S=C1SCN(Cc2cccs2)CN1Cc1cccs1	-4	3.0	-4	5
22	CCCNC(=O)C[C@H]1C[C@H]2c3cc(NC(=O)Nc4ccc(F)cc4)ccc3O[C@H]2[C@@H](CO)O1	-7	-2.4	-2	-12
23	Cc1ncc(C(O)c2ccccc2)n1Cc1ccccc1 (centres undefined)	-10	-1.1	1	3
24	CC1=C(C(=O)N(C)C)CC(CC(=O)NCC2CCCCC2)C(=O)N1Cc1ccccc1 (centres undefined)	5	1.0	-3	-13
25	C#CCN(C[C@@H]1[C@@H](OC(=O)NCc2ccco2)[C@@H](OC(=O)NCc2ccco2)CN(C(=O)OC(C)C)N1C(=O)OC(C)C)S(=O)(=O)c1ccc(C)cc1	14	3.1	-9	2
26	Cc1ccc([C@@H]2C[C@H]3[C@@H](CN2S(=O)(=O)c2ccc(C)cc2)C(=O)C[C@@H](c2cccc(Cl)c2)N3S(=O)(=O)c2ccc(C)cc2)cc1	0	-0.4	-13	-3
27	COc1ccc2cc(C3=CC(=O)CC(C)(C)C3=O)ccc2c1	-1	1.9	-4	-5
28	COc1ccccc1C(=O)NNC(=O)c1cc2ccccc2cc1O	9	6.8	6	-3
29	COc1ccc(CCN2CC(C(=O)N(C)Cc3ccccn3)CCC2=O)cc1 (centres undefined)	5	3.6	2	-2
30	CC(=O)Nc1cccc(C(=O)NN2C(=O)NC3(CCC(C)CC3)C2=O)c1 (centres undefined)	-13	2.0	2	-2

# Retrieved by compound from the entries so far:
cpd	smiles	PKA-R2B activ	phage Ecoli inh	DAGLB inhibitor	PKA-R1A act
28	COc1ccccc1C(=O)NNC(=O)c1cc2ccccc2cc1O	9	6.8	6	-3
27	COc1ccc2cc(C3=CC(=O)CC(C)(C)C3=O)ccc2c1	-1	1.9	-4	-5
3	CCCCCCN1C[C@@H](n2cc(-c3ccc(F)cc3)nn2)[C@H](O)C[C@@H]1c1ccc(Cl)cc1	-2	-0.6	-15	-6

# 4 entries from above, with values ahead of the structure.
entry	PKA-R2B activ	phage Ecoli inh	DAGLB inhibitor	PKA-R1A act	compound
3	-2	-0.6	-15	-6	CCCCCCN1C[C@@H](n2cc(-c3ccc(F)cc3)nn2)[C@H](O)C[C@@H]1c1ccc(Cl)cc1
4	-17	2.2	-3	1	O=C(COC(=O)c1ccc(S(=O)(=O)N2CCCCCC2)cc1)Nc1ccccc1C(F)(F)F
5	-8	1.9	-5	4	O=C(NCc1nnnn1-c1ccc(Cl)cc1)c1ccc2c(c1)OCO2
6	-1	2.6	-2	4	O=C(NCCS(=O)(=O)N1CCN(c2ccccc2)CC1)C1CCCCC1

# (more compounds)
cpd	smiles	PKA-R2B activ	phage Ecoli inh	DAGLB inhibitor	PKA-R1A act
31	C[C@H](CO)N1C[C@H](C)[C@H](CN(C)C(=O)OCc2ccccc2)OCc2cnnn2CCCC1=O	2	-0.4	3	-3
32	COc1ccccc1N1CCN(c2ccc3c(c2)S(=O)(=O)c2cccc(C(=O)NCC4CC4)c2C3=O)CC1	7	2.0	5	-5
33	C[C@@H]1CN([C@H](C)CO)C(=O)c2c(c3ccccc3n2C)-c2ccccc2CO[C@H]1CN(C)C(=O)Nc1ccccc1	-1	3.4	0	1
34	COc1ccccc1NC(=O)N(C)C[C@H]1Oc2ncc(Br)cc2C(=O)N([C@H](C)CO)C[C@H]1C	-1	2.0	-1	-6
35	C[C@H]1CN([C@@H](C)CO)C(=O)c2cc(Br)cnc2O[C@H]1CN(C)C(=O)c1cccnc1	-1	0.7	-1	1
36	COc1ccc(C(=O)Nc2ccccc2C(=O)Nc2ccccc2)cc1	-5	4.6	-5	-8
37	CCN(CC)S(=O)(=O)c1ccc(N2CCOCC2)c(NS(=O)(=O)c2ccc(Cl)s2)c1	-3	1.8	3	1
38	Cc1ccc(OCC(=O)OCC(=O)NC2CCS(=O)(=O)C2)cc1C (centres undefined)	5	1.9	-1	0
39	COc1ccc(C#Cc2ccc3c(c2)O[C@@H](CN(C)C(=O)Nc2cccc(OC)c2)[C@H](C)CN([C@@H](C)CO)S3(=O)=O)cc1	-7	1.2	-3	3
40	Cc1cc(C)cc(NC(=O)C2CCCCN2S(=O)(=O)c2ccccc2)c1 (centres undefined)	2	2.0	-6	7
41	C[C@H]1CN([C@@H](C)CO)C(=O)CCCn2nncc2CO[C@H]1CN(C)C(=O)Nc1ccc(N2CCCCC2)cc1	-16	1.8	-1	-8
42	C[C@@H]1Cn2cnc(C(=O)NCc3ccc(CNC(=O)OC(C)(C)C)cc3)c2C(=O)N1	12	3.2	-2	-6
43	CCc1ccc(/C=C2\SC(=S)N(CCCC(=O)N3CCN(C)CC3)C2=O)cc1	1	0.8	2	-6
44	CCN(CC)C(=O)Cn1cc(C(=O)C(=O)Nc2ccc3c(c2)OCO3)c2ccccc21	-11	3.7	-4	-6
45	COc1ccc(CN(C)C[C@@H]2OCc3cnnn3CCCC(=O)N([C@H](C)CO)C[C@H]2C)cc1	-6	1.5	4	-9
46	CCOCc1nc(N)nc(N)c1-c1cccc(Cl)c1	-13	3.9	0	-9
47	CCN(CC)S(=O)(=O)c1ccc(N2CCOCC2)c(NC(=O)c2cc3ccccc3o2)c1	-1	1.0	-5	-1
48	O=[N+]([O-])c1ccc(NCCCc2ccccc2)cc1	4	5.7	-4	12
49	COc1cc(C(=O)NCC(c2cccs2)N2CCOCC2)ccc1OCc1ccc(Cl)cc1 (centres undefined)	0	2.4	-3	-4
50	O=C(NCCOc1ccccc1)c1cccc(S(=O)(=O)N2CCN(Cc3ccccc3)CC2)c1	-13	4.1	-3	-6
51	COc1ccc(NC(=O)N(C)C[C@@H]2Oc3ncc(Br)cc3C(=O)N([C@@H](C)CO)C[C@@H]2C)cc1	3	2.6	-2	-12
52	CCN(CC)C(=O)C1=C(C)N(Cc2ccc(C(C)(C)C)cc2)C(=O)C(CC(=O)NCc2cccc3ccccc23)C1 (centres undefined)	-9	-1.7	-5	-16
53	Cc1nc(SCC(=O)NC2CCCC2)c2oc3ccccc3c2n1	1	-1.6	-4	-4
54	O=C1C=C(N2CCOCC2)c2cccc3cccc1c23	-11	1.5	-3	3
55	CCOc1ccccc1-n1nnnc1SCC(=O)N(C)C1CCS(=O)(=O)C1 (centres undefined)	-6	1.2	1	2
56	O=C1CC(=O)Nc2ccccc2N1	4	4.3	-2	-1
57	COC(=O)[C@H]1C[C@@]2(O)CN(S(=O)(=O)c3ccc(C)cc3)C[C@@]2(OC(=O)NC2CCCC2)C[C@H]1C(=O)OC	-2	-2.5	-2	0
58	C[C@@H]1CCCCO[C@@H](CN(C)C(=O)Nc2ccccc2)[C@@H](C)CN([C@H](C)CO)C(=O)c2cc(N(C)C)ccc2O1	5	-0.4	-1	-9
59	Cc1nc(N(C)C2CCCCC2)c2nnn(Cc3ccc(F)cc3)c2n1	-12	1.1	-16	0
60	COc1ccc(NC(=O)COC(=O)c2ccc(S(=O)(=O)N3CC(C)CC(C)C3)cc2)cc1OC (centres undefined)	5	0.4	-8	9
61	Cc1ccc(-c2csc3ncnc(N4CCN(S(=O)(=O)c5ccc(C#N)cc5)CC4)c23)cc1	11	-2.3	-5	4
62	CCOc1ccccc1C(=O)NC(C(=O)OCC(=O)NNC(=O)c1cccs1)C(C)C (centres undefined)	-8	1.2	2	2
63	O=C(NC1CCCCC1)c1ccc2ccccc2c1	-9	1.6	-2	7
64	C[C@@H]1CN([C@@H](C)CO)C(=O)CCCn2nncc2CO[C@@H]1CN(C)C(=O)OCc1ccccc1	1	2.5	1	3
65	CCc1ccccc1OCC(=O)Nc1nnc(C2CC2)s1	-1	3.8	1	9
66	CN(C)C(CNC(=O)c1sc2ccccc2c1Cl)c1ccco1 (centres undefined)	-3	2.3	-7	-11
67	Cc1ccccc1NC(=O)COC(=O)COc1ccc2ccc(=O)oc2c1	-12	1.4	0	5
68	CC(C)C1C(=O)N(Cc2cn(CCC3OCCCO3)nn2)CCS(=O)(=O)N1Cc1ccc(-c2ccc(Cl)c(Cl)c2)cc1 (centres undefined)	-5	0.8	-1	1
69	C[C@H](O)[C@@H]1C(=O)N2CCc3ccc(-c4ccccc4)cc3[C@@H]2C[C@@H]1N(C)C(=S)Nc1ccc(F)cc1	-1	-0.9	-1	-4
70	CCN1C(=O)[C@H]2[C@@H](c3ccc(C(F)(F)F)cc3)N[C@]3(CCCN(Cc4ccc(Br)cc4)C3=O)[C@H]2C1=O	-7	0.9	-4	-6
71	C[C@H](CO)N1C[C@H](C)[C@H](CN(C)Cc2cncnc2)Oc2ncc(C#CC3(O)CCCC3)cc2C1=O	7	2.4	-1	-6
72	NC(=O)c1csc(CCNC(=O)c2ccccc2)n1	7	2.1	0	0
73	Cc1ccc(CN2CCC[C@]3(N[C@H](c4ccc(C(F)(F)F)cc4)[C@@H]4C(=O)N(Cc5ccccc5)C(=O)[C@@H]43)C2=O)cc1	-1	2.9	-8	1
74	CCc1ccc([C@@H]2C[C@H]3[C@@H](CN2S(=O)(=O)c2ccc(C)cc2)C(=O)C[C@@H](c2cccc(Cl)c2)N3S(=O)(=O)c2ccc(C)cc2)cc1	-2	2.4	-22	7
75	COc1ccc(C)cc1NC(=O)NC1CC(=O)N(c2ccc3c(c2)OCCO3)C1 (centres undefined)	2	0.5	-2	1
76	Cc1noc(C)c1S(=O)(=O)Nc1ccc2c(c1)C(=O)N([C@H](C)CO)C[C@H](C)[C@@H](CN(C)C(=O)CCCN(C)C)OCCCC[C@@H](C)O2	4	-0.7	1	-5
77	O=C(CN1CCN(c2ccccc2)CC1)Nc1ccccc1C(=O)NCCc1ccccc1	-15	2.6	-4	-10
78	Cc1ccc(C)c(-n2nnc3ccccc3c2=O)c1	-2	5.0	-5	-1
79	CC(C)CN(C(=O)COC(=O)c1cccs1)c1c(N)n(Cc2ccccc2)c(=O)[nH]c1=O	-12	0.1	0	0
80	C[C@@H]1CN([C@@H](C)CO)C(=O)CCCn2nncc2CO[C@H]1CN(C)S(=O)(=O)c1ccc(Oc2ccccc2)cc1	13	1.8	-1	3
81	CCCN(CC(=O)Nc1ccccc1C)C(=O)/C=C/c1ccc(OC)c(OC)c1	-12	4.5	-1	0
82	C[C@H]1CN([C@@H](C)CO)C(=O)CCCn2nncc2CO[C@@H]1CN(C)Cc1ccccc1	7	-0.4	-5	2
83	C[C@H]1CN([C@@H](C)CO)S(=O)(=O)c2ccc(Br)cc2O[C@H]1CN(C)S(=O)(=O)c1ccccc1	13	2.8	-2	-10
84	CC(C)(C)c1cc(NC(=O)COC(=O)c2ccccc2)n(-c2ccccc2)n1	2	0.8	-3	7
85	CCN(CC)S(=O)(=O)c1ccc(N2CCCCC2)c(NC(=O)C2CSC3(C)CCC(=O)N23)c1 (centres undefined)	1	1.6	-6	1
86	Nc1ccc(S(=O)(=O)c2ccc(N3CCOCC3)c(N)c2)cc1	-4	-1.0	-1	-4
